Compound activity deposited in PubChem by National Center for Advancing Translational Sciences (NCATS).
Vif-A3G inh: inhibitors of Vif-APOBEC3G interaction. Q9HC16. HeLa A3G-eYFP + Vif (tagged APOBEC3G with the HIV-1 protein that degrades it), YFP fluorescence, overnight. Potency, µM (doses to about 46.1 µM), inactives show top-dose activity, negative = active, usual class: inhibitors. 0.076% of 410,000 active;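 also: nearly all actives have a fitted effect of over 60% in size; hits raise eYFP signal because A3G escapes Vif-driven loss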
Target sequence (Q9HC16 whole entry, looked up): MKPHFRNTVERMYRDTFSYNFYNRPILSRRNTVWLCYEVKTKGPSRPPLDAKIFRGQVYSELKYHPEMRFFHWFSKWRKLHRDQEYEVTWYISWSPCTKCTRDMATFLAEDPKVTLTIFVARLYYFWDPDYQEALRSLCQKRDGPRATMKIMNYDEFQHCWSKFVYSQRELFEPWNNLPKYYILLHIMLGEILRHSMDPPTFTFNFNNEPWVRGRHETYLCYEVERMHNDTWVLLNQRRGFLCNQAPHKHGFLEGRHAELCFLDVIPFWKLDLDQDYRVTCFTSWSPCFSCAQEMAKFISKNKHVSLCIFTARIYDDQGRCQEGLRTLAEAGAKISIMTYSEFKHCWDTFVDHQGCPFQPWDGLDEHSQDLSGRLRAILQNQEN
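Read-out is eYFP fluorescence (Ex 488/Em 500-530) from Vif-expressing HeLa A3G-eYFP cells; more signal means A3G escaped Vif-mediated degradation. Cells plated overnight, compound pinned in, incubated overnight at 37 deg C.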
ALOX12 inh: inhibitors of human 12S-lipoxygenase ALOX12 | purified 12hLO, xylenol orange hydroperoxide absorbance | Potency, µM (doses to about 108 µM), for the others: at the top dose activity change, negative = inhibition, most hits filed as inhibitors | P18054 | AID 1671190 | 1.1% of 580,000 active
Target sequence (P18054 whole entry, looked up): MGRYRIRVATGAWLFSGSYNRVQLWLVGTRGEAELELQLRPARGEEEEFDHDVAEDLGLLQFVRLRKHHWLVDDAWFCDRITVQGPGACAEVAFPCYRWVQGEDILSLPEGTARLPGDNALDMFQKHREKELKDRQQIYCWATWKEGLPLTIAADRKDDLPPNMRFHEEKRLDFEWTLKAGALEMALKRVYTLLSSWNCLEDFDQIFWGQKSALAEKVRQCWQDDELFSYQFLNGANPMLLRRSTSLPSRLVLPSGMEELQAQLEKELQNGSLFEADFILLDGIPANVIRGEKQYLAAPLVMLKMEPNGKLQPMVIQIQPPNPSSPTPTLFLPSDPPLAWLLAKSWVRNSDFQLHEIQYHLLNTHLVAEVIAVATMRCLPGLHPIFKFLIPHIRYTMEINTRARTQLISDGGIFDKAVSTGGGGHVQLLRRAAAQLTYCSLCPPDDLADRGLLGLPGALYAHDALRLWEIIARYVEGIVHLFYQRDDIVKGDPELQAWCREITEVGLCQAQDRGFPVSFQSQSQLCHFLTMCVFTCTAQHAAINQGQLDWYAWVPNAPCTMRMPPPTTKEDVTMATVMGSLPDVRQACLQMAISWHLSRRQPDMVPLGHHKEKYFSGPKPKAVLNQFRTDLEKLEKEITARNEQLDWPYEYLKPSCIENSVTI
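Hydroperoxide product was detected by ferrous iron/xylenol orange as the 573 to 405 nm absorbance ratio. Arachidonic acid at 40 uM (final) was turned over for 30 min at room temperature by 150 nM human 12hLO, pH 7.0 Hepes buffer, after 15 min compound preincubation.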
Active calls of the source: *; ? = inconclusive; [ ] = another dose, or the depositor's remark. Calls follow the shape of the dose curve; as a rule, active = well fitted curve in the direction sought with a large enough effect; inconclusive = small, poorly fitted or top-dose-only effect, or another doubt; inactive = no such curve, though single readings can be large; an effect the other way counts as inactive or inconclusive. % is scaled to controls: 0 for no effect and ±100 for the full control effect; potency is read from the fitted curve at half-maximal effect.

SMILES	Vif-A3G inh	ALOX12 inh
CC(=O)NCCNC(=O)C1(C)Cc2c(-c3ccccc3)ccnc2O1 (configuration not stated)	-3%	0%
CCCCCNC(=O)c1[nH]c(C(F)(F)F)nc1-c1ccccc1	-1%	-7%
CC1(C(=O)NS(=O)(=O)c2ccccc2)CCN1C(=O)CCc1ccccc1 (configuration not stated)	-3%	?
O=C(/C=C/[C@H]1O[C@@H](n2cnc3c(NC(=O)c4ccccc4)ncnc32)[C@H](O)[C@@H]1O)NCc1ccco1	2%	-2%
CC1(C(=O)O)CCCN(C(=O)c2ccc(F)cc2Cl)C1 (configuration not stated)	1%	-4%
CCNC(=O)N(C)c1c(CC)nc2ccc(C(=O)N3CCN(C(=O)c4ccco4)CC3)cn12	-2%	-1%
CCCOc1cccn2c(N(C)C(=O)c3ccccc3F)c(CC)nc12	1%	2%
O=C(Nc1ccc(F)c(Cl)c1)c1cc(C2CCCN(C(=O)c3cccs3)C2)on1 (configuration not stated)	3%	12%
Cc1cc(C)c(C(O)c2ncc(-c3cccc(F)c3)[nH]2)c(C)c1 (configuration not stated)	-1%	1%
COCCNc1nc(NCCN2CCNC2=O)c2sccc2n1	-1%	0%
Cc1ccc2nc(-c3ccccc3)c(Cc3cccc(Cl)c3)n2c1	-1%	-5%
COc1ccccc1Cn1c(C)c(C(=O)NCCC#N)sc1=O	1%	30%
CCCS(=O)(=O)NC(=O)C1(C)CCN(C(=O)c2cc(-c3cccs3)oc2C)C1 (configuration not stated)	1%	-16%
CSCCNC(=O)C1(C)CCN1C(=O)C/C=C/c1ccccc1 (configuration not stated)	0%	-27%
CC1(C(=O)NS(=O)(=O)c2ccccc2OC(F)(F)F)CCN1C(=O)c1ccccc1 (configuration not stated)	2%	2%
COc1ccc(-c2nc3c4ccccc4ccn3c2Cc2ccccc2C(F)(F)F)cc1OC	-9%	-19%
Cc1nnsc1C(=O)N1CCCC1(C)C(=O)O (configuration not stated)	4%	-3%
CN(C)c1ccc(CC(=O)N2CCCCC2c2cc(C(=O)Nc3cccc4c3CCCC4)no2)cc1 (configuration not stated)	-5%	-8%
COc1ccc(Cc2c(C3CCCCC3)nc3c4ccccc4ccn23)c(C)c1	-26%	0%
COc1ccc(Cc2c(-c3ccccc3)nc3c(C)cc(Br)cn23)c(C)c1	-22%	?
CN(N=Nc1nc[nH]c1C(N)=O)C1CCCCC1	4%	13%
CC1(C(=O)NS(=O)(=O)C2CC2)CCN(C(=O)c2ccc3ccccc3n2)C1 (configuration not stated)	1%	3%
CCc1nc2ccc(C(=O)NCc3cccs3)cn2c1N(CCC(C)C)CCN(C)C	3%	9%
COc1ccc(OCCN2CCC(C(=O)NC(c3ccsc3)c3ccccc3C)CC2)cc1 (configuration not stated)	1%	?
COc1ccc(C(NC(=O)C2CCN(CCCc3ccccc3)CC2)c2cccs2)cc1 (configuration not stated)	-4%	?
CN1CCN2c3ccccc3CC(C#N)(C#N)C2C1 (configuration not stated)	-3%	-8%
CCCC(C)(C)C(=O)N1CCC1(C)C(=O)NS(=O)(=O)c1ccc(Cl)cc1 (configuration not stated)	-3%	?
CC(C)NC(=O)C1(C)CCN1C(=O)c1cccn1C (configuration not stated)	2%	-2%
CCc1nc2c(OCCn3cccc3)cccn2c1N(C=O)Cc1ccc(OC)cc1	-3%	-13%
COc1ccccc1-c1cc(NC(C)=O)c2ncc(-c3cccc(C(C)=O)c3)n2c1	?	?
CCCCn1nnnc1C(c1ccnc2ccccc12)N1CCN(C/C=C/c2ccccc2)CC1 (configuration not stated)	0%	?
Cc1cc(C)c2c(CN3CCCC3)cc(=O)oc2c1	4%	-8%
Cc1ccc(S(=O)(=O)N2C[C@H]3C(=O)C[C@@H](c4cccs4)N(S(=O)(=O)c4ccc(C)cc4)[C@H]3C[C@H]2c2ccccc2)cc1	-3%	34%[activator]
COc1ccc(NC(=O)c2cc(-c3cc(Cl)ccc3OC)n[nH]2)c(C)c1	-14%	17%
CCCCNC(=O)C1(C)CCN1C(=O)Cc1cccc2ccccc12 (configuration not stated)	-2%	4%
Cc1ccccc1-c1cnc(C(O)c2c(C)cccc2C)[nH]1 (configuration not stated)	-1%	-1%
Cn1nc(C(C)(C)C)cc1C(=O)N1CCCCC1c1cc(C(=O)Nc2ccc3c(c2)OCO3)no1 (configuration not stated)	-7%	-7%
CC1(C(=O)NCC2CCCCC2)CCN1CCc1ccccc1 (configuration not stated)	-2%	-30%
O=C(NCc1ccc(C(F)(F)F)cc1)c1cccc2c(-c3ccc(F)c(F)c3)coc12	4%	-12%
COc1ccc(NC(=O)c2cc(C3CCCCN3S(=O)(=O)c3ccc(C#N)cc3)on2)c(C)c1 (configuration not stated)	-2%	-15%
COc1ccc(-c2cnc3c(NC(C)=O)cc(-c4cccc(C(=O)NCCN(C)C)c4)cn23)cc1OC	3%	7%
CC(=O)NCCNc1nc2cc(-c3ccc(C)cc3)sc2c(=O)n1C	-5%	3%
COc1ccc(NC(=O)c2cc(-c3cc(F)ccc3OC)n[nH]2)cn1	-6%	?
COc1ccccc1-c1cnc(C(O)c2ccc(SC)cc2)[nH]1 (configuration not stated)	-6%	14%
CCCS(=O)(=O)NC(=O)C1(C)CCN(C(=O)c2ccc(F)c(Cl)c2)C1 (configuration not stated)	0%	?
CC(=O)Nc1cc(-c2ccc(N3CCN(C)CC3)cc2)cn2c(-c3ccccc3)cnc12	-13%	2%
Cc1ccc(Cc2c(-c3ccc(C)cc3)nc3c(C)cc(Br)cn23)cc1	-16%	?
Clc1cccc(Cc2c(C3CCCCC3)nc3ccc(Cl)cn23)c1	-7%	?
Cc1ccc(S(=O)(=O)N2C[C@H]3C(=O)C[C@@H](c4ccccc4)N(S(=O)(=O)c4ccc(C)cc4)[C@H]3C[C@H]2c2ccccc2F)cc1	-1%	-7%
COc1c2c(c(OC)c3ccccc13)[C@]1(OC2)O[C@H](CCO)C[C@H](O)[C@H]1O	1%	-20%
CC(C)c1ccc(NC(=O)C2(C)Cc3c(-c4ccc(C(N)=O)cc4)ccnc3O2)cc1 (configuration not stated)	0%	-2%
COc1ccc(-n2nnnc2C(c2ccnc3ccccc23)N2CCN(C/C=C/c3ccccc3)CC2)cc1 (configuration not stated)	-1%	?
CN(C)C(=O)c1cccc(-c2cc(NC=O)c3ncc(-c4ccc(F)c(Cl)c4)n3c2)c1	?	?
COc1ccc(F)cc1-c1cc(C(=O)N2CCc3ccccc3C2)[nH]n1	-1%	0%
COc1ccc(CNC(=O)C2Cc3c(-c4ccccc4)ccnc3O2)cc1OC (configuration not stated)	-16%	3%
CC(CC(=O)Nc1ccc2c(c1)c(=O)n(C)n2Cc1cccc(C(F)(F)F)c1)C(F)(F)F (configuration not stated)	-2%	-12%
O=C(c1ccco1)N1CCN(C2CN(Cc3ccccc3)S(=O)(=O)C2)CC1 (configuration not stated)	0%	1%
CSc1ccc(CN2CCC2(C)C(=O)NC2CCN(Cc3ccccc3)CC2)cc1 (configuration not stated)	-3%	-2%
CC(=O)C1=CCC(c2ccc(C)cc2)N(S(=O)(=O)c2ccc(C)cc2)C1 (configuration not stated)	-3%	-1%
CC(C)C(=O)N1CCC1(C)C(=O)NCc1ccc(C(C)(C)C)cc1 (configuration not stated)	2%	-13%
Remaining list, next part:
SMILES	Vif-A3G inh	ALOX12 inh
Cc1cccc(C)c1NC(=O)C1(C)CCC(=O)N1CCOc1ccccc1 (configuration not stated)	-1%	13%
Cc1ccccc1S(=O)(=O)NC(=O)C1(C)CCN1C(=O)CCc1cccs1 (configuration not stated)	-5%	-27%
Cn1c(Nc2ccc(Cl)cc2F)nc2cc(-c3ccccc3)sc2c1=O	-7%	-8%
O=c1cc(O)cc2n1CCC2	1%	8%
CCOCCC(=O)Nc1ccc2c(c1)c(=O)n(C)n2-c1ccc2ccccc2c1	?	5%
CC(O)(c1cccnc1)c1nc(/C=C/c2ccccc2)cs1 (configuration not stated)	1%	-3%
COc1cccc(-c2cnc3c(NC(C)=O)cc(-c4ccsc4)cn23)c1	-26%	?
CC1(C(=O)NS(=O)(=O)c2ccccc2Cl)CCN1C(=O)CCc1ccc(Cl)cc1Cl (configuration not stated)	-5%	?
COc1ccc(C(N)c2csc(NC(=O)Nc3cccc(C(F)(F)F)c3)n2)cc1 (configuration not stated)	-14%	?
Cc1c(C(=O)NCc2ccc(F)cc2)sc(=O)n1Cc1ccccc1F	-3%	-19%
CCOc1ccc(-c2cc(C(=O)Nc3ccc(C)c(NS(C)(=O)=O)c3)[nH]n2)c(C)c1	-5%	-70%
CCOC(=O)Cc1ccc(Nc2nc(NC)nc3ccsc23)cc1	-1%	7%
COc1ccc(-c2ccc(C(=O)Nc3cccc(C(C)=O)c3)c3occc23)c(C)c1	2%	-1%
COc1cccc(CNc2nc(NCc3ccccc3OC)nc3ccsc23)c1	-7%	?
CC1(C(=O)NCCC(F)(F)F)Cc2c(-c3cccc(C(F)(F)F)c3)ccnc2O1 (configuration not stated)	?	0%

A different layout for part of the listing above.
Screens in order – Vif-A3G inh, ALOX12 inh
- COc1ccc(C(N)c2csc(NC(=O)Nc3cccc(C(F)(F)F)c3)n2)cc1 (configuration not stated)
    -14%, ?
- Cc1c(C(=O)NCc2ccc(F)cc2)sc(=O)n1Cc1ccccc1F
    -3%, -19%

Further results follow:
SMILES	Vif-A3G inh	ALOX12 inh
COc1cccc(-c2cccc3c2NC(=O)C3(C)Cc2ccccc2F)c1 (configuration not stated)	0%	1%
Cc1ccc(-c2nc3cc(C)c(Br)c(C)n3c2Cc2ccccc2)cc1	-4%	-18%
CC1(C(=O)Nc2cnc3ccccc3c2)CCN1Cc1ccc(OC(F)(F)F)cc1 (configuration not stated)	1%	3%
O=C(/C=C/[C@H]1O[C@@H](n2ccc(=O)[nH]c2=O)[C@H](O)[C@@H]1O)NCCCc1ccccc1	1%	-6%
Cc1ccc2nc(-c3ccccc3)c(Cc3ccccc3C(F)(F)F)n2c1	-5%	-1%
CN1CCCC1(C)C(=O)NCc1ccc(F)cc1Cl (configuration not stated)	-2%	?
OC[C@@H]1CN(Cc2ccncc2)C[C@H](n2cnc3c(NC4CCCC4)ncnc32)O1	-2%	?
COc1ccc(NC(=O)C2(C)CCN2C(=O)CC2CCCC2)cc1OC (configuration not stated)	0%	4%
CCNC(=O)C1(C)CCN(Cc2cccc(Oc3ccccc3)c2)C1 (configuration not stated)	0%	-24%
CCCCNC(=O)C1(C)CCCCN1Cc1ccccc1-c1ccccc1 (configuration not stated)	-5%	?
C=CCNc1ncnc2c1ncn2[C@H]1CN(Cc2ccc3c(c2)OCO3)C[C@@H](CO)O1	-1%	0%
Cn1nccc1-c1ccc(C(=O)NCc2ccco2)c2occc12	-9%	-7%
C[C@H](O)[C@@H]1CN2CCc3c([nH]c4ccccc34)[C@@H]2C[C@@H]1N(C)C(=O)c1ccco1	?	85%[activator]
COCCNc1nc(Oc2ccc(Cl)c(Cl)c2)c2sccc2n1	-6%	?
CCC(c1nnnn1Cc1ccccc1)N1CCN(C/C=C/c2ccccc2)CC1 (configuration not stated)	-2%	-20%
Cc1ccccc1C(=O)Nc1nnc([C@@H]2C[C@H](O)[C@@H](CO)O2)s1	-3%	-29%
c1ccc(COc2cccc(-c3cc4nc(NCc5cccs5)ccn4n3)c2)cc1	-6%	-10%
O=C(NC(c1ccc(F)cc1)c1ccc2ccccc2n1)C1CCN(CCOc2ccc(F)cc2)CC1 (configuration not stated)	-8%	?
COc1cccc(-c2cnc3c(NC=O)cc(-c4ccc(N5CCN(C)CC5)cc4)cn23)c1	-27%	-14%

Molecules from the list above that have a Cl atom (12):
SMILES	Vif-A3G inh	ALOX12 inh
CC1(C(=O)O)CCCN(C(=O)c2ccc(F)cc2Cl)C1 (configuration not stated)	1%	-4%
O=C(Nc1ccc(F)c(Cl)c1)c1cc(C2CCCN(C(=O)c3cccs3)C2)on1 (configuration not stated)	3%	12%
Cc1ccc2nc(-c3ccccc3)c(Cc3cccc(Cl)c3)n2c1	-1%	-5%
CCCC(C)(C)C(=O)N1CCC1(C)C(=O)NS(=O)(=O)c1ccc(Cl)cc1 (configuration not stated)	-3%	?
COc1ccc(NC(=O)c2cc(-c3cc(Cl)ccc3OC)n[nH]2)c(C)c1	-14%	17%
CCCS(=O)(=O)NC(=O)C1(C)CCN(C(=O)c2ccc(F)c(Cl)c2)C1 (configuration not stated)	0%	?
Clc1cccc(Cc2c(C3CCCCC3)nc3ccc(Cl)cn23)c1	-7%	?
CN(C)C(=O)c1cccc(-c2cc(NC=O)c3ncc(-c4ccc(F)c(Cl)c4)n3c2)c1	?	?
Cn1c(Nc2ccc(Cl)cc2F)nc2cc(-c3ccccc3)sc2c1=O	-7%	-8%
CC1(C(=O)NS(=O)(=O)c2ccccc2Cl)CCN1C(=O)CCc1ccc(Cl)cc1Cl (configuration not stated)	-5%	?
CN1CCCC1(C)C(=O)NCc1ccc(F)cc1Cl (configuration not stated)	-2%	?
COCCNc1nc(Oc2ccc(Cl)c(Cl)c2)c2sccc2n1	-6%	?

Only part of the results is shown; count on the stated rates, not on these rows.
